Pin1 inhibitor – human Pin1 inhibition; Q13526; Pin1 FP peptide displacement, HiFluor488, 10 min; Potency, µM (series often up to 115 µM), inactives show top-dose activity, negative = inhibition, most hits filed as inhibitors; actives 0.009% (n = 390,000); active = well fitted inhibition curve with a large enough effect in the polarisation, with a control signal flat, not every such curve was filed as active; inconclusive = small, poorly fitted or top-dose-only effect, or effect the other way, or a change in a side signal; inactive = no such curve, though single readings can be large or run the other way; the % refers to the polarisation; also: potency is read from the fitted curve at half-maximal effect; % is scaled to controls: 0 for no effect and ±100 for the full control effect
Target sequence (Q13526 whole entry, looked up): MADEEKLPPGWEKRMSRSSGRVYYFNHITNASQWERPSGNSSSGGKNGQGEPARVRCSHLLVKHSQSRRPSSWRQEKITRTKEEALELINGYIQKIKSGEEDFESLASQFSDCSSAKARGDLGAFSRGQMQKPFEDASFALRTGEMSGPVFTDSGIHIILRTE
TrxR1 inh – rat TrxR1 inhibition; O89049; recombinant rTrxR1, NADPH fluorescence consumption, selenite substrate; Potency, µM (highest dose often 114 µM), inactives show top-dose activity change, negative = inhibition, actives largely listed as inhibitors; actives 1% (n = 390,000); also: potency is read from the fitted curve at half-maximal effect; % is scaled to controls: 0 for no effect and ±100 for the full control effect; nearly all actives have a fitted effect of over 65% in size
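Rat TrxR1 (90 nM in the dispensed reagent) was pre-reduced with 400 uM NADPH for 5 min at room temperature, then incubated with compound for 15 min. After 400 uM selenite was added, NADPH fluorescence (Ex 340/Em 450 nm) was followed for 8 min.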
GLS inh – glutaminase GLS (human) inhibition. O94925. GLS enzymatic activity, qHTS titration. Potency, µM (top dose mostly 45.5 µM), for inactives: at the highest dose activity change, negative = inhibition, actives largely listed as inhibitors. actives 0.21% (n = 410,000); also: potency is read from the fitted curve at half-maximal effect; % is scaled to controls: 0 for no effect and ±100 for the full control effect
Target sequence (O94925 whole entry, looked up): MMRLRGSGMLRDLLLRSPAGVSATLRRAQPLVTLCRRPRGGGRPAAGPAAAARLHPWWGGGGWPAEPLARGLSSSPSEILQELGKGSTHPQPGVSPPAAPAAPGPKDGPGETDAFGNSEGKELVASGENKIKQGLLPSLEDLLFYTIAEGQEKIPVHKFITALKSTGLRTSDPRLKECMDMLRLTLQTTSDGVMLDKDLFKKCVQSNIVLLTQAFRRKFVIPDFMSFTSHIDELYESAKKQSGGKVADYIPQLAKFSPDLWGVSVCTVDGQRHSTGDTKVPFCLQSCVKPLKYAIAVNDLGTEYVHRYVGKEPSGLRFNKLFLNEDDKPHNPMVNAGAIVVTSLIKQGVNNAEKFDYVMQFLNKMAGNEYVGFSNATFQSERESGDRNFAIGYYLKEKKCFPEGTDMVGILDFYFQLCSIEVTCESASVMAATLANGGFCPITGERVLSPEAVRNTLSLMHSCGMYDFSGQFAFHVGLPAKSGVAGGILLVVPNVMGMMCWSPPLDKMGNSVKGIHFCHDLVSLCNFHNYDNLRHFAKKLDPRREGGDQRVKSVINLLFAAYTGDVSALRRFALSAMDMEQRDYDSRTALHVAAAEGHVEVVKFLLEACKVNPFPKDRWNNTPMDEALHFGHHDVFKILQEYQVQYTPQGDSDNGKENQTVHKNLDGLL
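Glutamate formation by hKGA was monitored fluorometrically using coupled glutamate oxidase, HRP and Amplex Red. Substrate was added as 1 mM L-glutamine solution; incubation was 30 min at RT after an initial read.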
PGK inhibitor – T. brucei PGK inhibition | Potency, µM (series often up to 57.5 µM), for the others: at the highest dose activity change, negative = inhibition, usual class: inhibitors | PGK/GAPDH coupled, Kinase-Glo luminescence, 60 min | AID 602233 | P07378 | actives 0.043% (n = 380,000); also: potency is read from the fitted curve at half-maximal effect; % is scaled to controls: 0 for no effect and ±100 for the full control effect; nearly all actives have a fitted effect of over 60% in size
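Luminescent ATP detection (Kinase-Glo Plus) follows a 60-minute room-temperature incubation, with wells lacking PGK as controls. Buffer: 100 mM TEA (pH 7.6), 5 mM MgCl2, 0.01% Tween-20. Coupling enzyme GAPDH (100 nM final) supplies unstable 1,3-BPG in-well.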
HP1b binding inh – inhibitors of HP1-beta chromodomain binding to methylated histone tails; AID 540317; AlphaScreen HP1-beta / biotin-H3K9me3 peptide binding; P83916; Potency, µM (doses to about 114 µM), inactives show at the top dose activity change, negative = inhibition, most hits filed as inhibitors; actives 0.56% (n = 390,000); also: potency is read from the fitted curve at half-maximal effect; nearly all actives have a fitted effect of over 70% in size; inactives centre near 23
Target sequence (P83916 whole entry, looked up): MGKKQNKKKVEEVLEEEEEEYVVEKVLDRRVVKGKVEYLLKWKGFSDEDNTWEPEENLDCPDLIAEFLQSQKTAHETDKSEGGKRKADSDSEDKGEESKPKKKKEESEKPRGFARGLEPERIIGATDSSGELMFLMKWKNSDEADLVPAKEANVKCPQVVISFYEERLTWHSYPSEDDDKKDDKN
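HP1-beta protein (50 nM final) preincubated 30 min at room temperature with biotinylated H3(1-18)K9me3 peptide (50 nM) in PBS pH 7.4, 0.01% Tween-20, then compound added for 30 min. AlphaScreen streptavidin donor/nickel chelate acceptor beads (10 ug/mL final), 30 min dark, luminescence read.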
TrxR1 substrate – substrates of rat thioredoxin reductase 1 | O89049 | purified TrxR1 substrate turnover, NADPH consumption readout | Potency, µM (doses to about 114 µM), inactives show top-dose activity change, negative = substrate turnover | actives 0.01% (n = 390,000); also: potency is read from the fitted curve at half-maximal effect; % is scaled to controls: 0 for no effect and ±100 for the full control effect; nearly all actives have a fitted effect of over 50% in size
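Rat TrxR1, dispensed at 90 nM, was prereduced with 400 uM NADPH (final) for 5 min at ~22 deg C, then incubated with compound 15 min before 400 uM selenite. A first-read NADPH fluorescence drop versus no-compound background flagged substrates.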
PI4K2A block – inhibitors of human PI4K2A; Q9BTU6; purified PI4K2A, ADP-Glo luminescence, 1 h; hits give low values; activity change, negative = inhibition, % at 76.9 µM; actives 0.13% (n = 420,000); in the data active = activity change below about -50%; inconclusive = mostly about -30% to -49%;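 also: -100% = wells without enzyme as full effect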
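Compounds are screened against recombinant PI4K2A using PI as substrate and ATP, the latter dispensed at 300 microM. Reactions run one hour at ambient temperature before ADP-Glo detection; full inhibition defined by wells lacking enzyme.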
USP1-UAF1 inh – inhibitors of human USP1/UAF1 deubiquitinase. Potency, µM (titrated, usually from 57.1 µM), for the others: top-dose activity change, negative = inhibition, usual class: inhibitors. actives 0.23% (n = 390,000). recombinant USP1/UAF1, Ub-Rhodamine cleavage fluorescence. O94782; also: potency is read from the fitted curve at half-maximal effect; % is scaled to controls: 0 for no effect and ±100 for the full control effect; nearly all actives have a fitted effect of over 60% in size; inactives centre near -12
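USP1/UAF1 complex (1 nM) preincubated 15 min at room temperature with compound, then Ub-Rho substrate (150 nM final) added. Kinetic fluorescence at 480/540 nm over 6 reads at 60 s intervals; 50 mM HEPES pH 7.8, 0.5 mM EDTA, 0.1 mg/ml BSA, 1 mM TCEP, 0.01% Tween-20.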
mIDH1 inhibitor – inhibitors of human mutant IDH1 R132H | O75874 | IDH1-R132H enzyme, NADPH consumption, diaphorase/resazurin fluorescence | Potency, µM (doses to about 76.6 µM), without a hit: at the top dose activity change, negative = inhibition, actives largely listed as inhibitors | actives 0.093% (n = 390,000); also: potency is read from the fitted curve at half-maximal effect; % is scaled to controls: 0 for no effect and ±100 for the full control effect; nearly all actives have a fitted effect of over 65% in size
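IDH1-R132H (0.5 ug/mL dispensed) in pH 7.5 Tris buffer was preincubated 30 min with compound, then given a substrate mix of 0.016 mM NADPH and 2 mM alpha-KG for 80 min at room temperature; remaining NADPH was read by diaphorase/resazurin fluorescence.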
* hit, by the source's call; i = inactive; ? = inconclusive; · = no result given; [ ] = remark or other dose. Unless noted, calls follow the shape of the dose curve; as a rule, active = well fitted curve in the direction sought with a large enough effect; inconclusive = small, poorly fitted or top-dose-only effect, or another doubt; inactive = no such curve, though single readings can be large; an effect the other way counts as inactive or inconclusive.

SMILES | Pin1 inhibitor | TrxR1 inh | GLS inh | PGK inhibitor | HP1b binding inh | TrxR1 substrate | PI4K2A block | USP1-UAF1 inh | mIDH1 inhibitor
CCn1c2c(c(=O)n3ncc(C(=O)N4CCN(c5ccc(Cl)cc5)CC4)c13)CN(Cc1ccc(OC)cc1)CC2 | 73%[activator] | 27%[57.1 µM] | 8% | -4% | 8%[57 µM] | 12%[57.1 µM] | 3 | ? | 2%
Cc1ccc(OCCNc2ccc(C(F)(F)F)cc2[N+](=O)[O-])cc1 | 19% | 7%[57.1 µM] | 1% | i | 10% | -6%[57.1 µM] | -5 | -21% | 6%
Cc1ccc(C)c(N2CCN(S(=O)(=O)c3ccc4[nH]c5c(c4c3)CCCCC5)CC2)c1 | ? | 7% | -10% | i | -3% | -4% | 0 | -13% | -8%
O=[N+]([O-])c1ccc(N2CCN(Cc3ccc([N+](=O)[O-])o3)CC2)cc1 | ? | ? | 2% | 1% | ? | 0% | 1 | -25% | -4%
Cc1cnc([N+](=O)[O-])n1CCOC(=O)NC(=O)c1cccc(F)c1 | -8% | 16%[57.1 µM] | -12% | i | 17% | -6% | 3 | -12% | 3%
CC1=C(C(=O)Nc2ccc(C(=O)N3CCN(c4ccccc4F)CC3)cc2)SCCO1 | 10% | -2% | 6% | i | 3% | -10% | -2 | -28% | 0%
O=C(NC1CCN(S(=O)(=O)c2ccc(Cl)cc2)CC1)C1CCCCC1 | 11% | -5%[57.1 µM] | -2% | -6% | 1% | 4%[57.1 µM] | -3 | -17% | 0%
CCCCc1nc2ccccc2c(=O)n1NC(=O)c1c(O)c2cccc3c2n(c1=O)CC3 | 9% | 13% | 8% | -8% | 31% | 3% | 0 | -20% | 0%
Cc1cc(NC(=O)c2cncc(Br)c2)ccc1NC(=O)c1cc2ccccc2o1 | ? | 6% | -12% | -2% | 8% | 14% | -1 | ? | -7%
CCOc1ccc(C(=O)NNC(=O)c2cc(S(=O)(=O)N3CCOCC3)ccc2Cl)cc1 | -6% | 3% | 18% | -4% | 19% | 0% | 6 | -3% | 2%
CN(C)c1ccc(NC(=O)CSc2nnc(-c3cccs3)n2Cc2ccco2)cc1 | 7% | 3% | 34%[activator] | 1% | ? | 0% | -2 | -5% | -3%
COc1ccc(N(C(=O)c2csnn2)C(C(=O)NC2CCCC2)c2ccccc2)cc1 (centres undefined) | -5% | 11%[57.1 µM] | -3% | -7% | 18% | -21%[57.1 µM] | -1 | -26% | -28%
CCOC(=O)c1ccccc1NC(=O)CSc1ccccc1 | -1% | 10%[57.1 µM] | 0% | -9% | 227%[activator] | -8% | 2 | -8% | 6%
CCOC(=O)C(=O)Nc1ccc(OCc2ccccc2)cc1 | -4% | 10% | 3% | 1% | 24% | 6%[57.1 µM] | 0 | -8% | 1%
COc1ccc(-c2csc(N(CCCN(C)C)C(=O)c3cc(OC)c(OC)c(OC)c3)n2)cc1 | -9% | ? | -3% | -8% | 7% | -19% | 1 | 3% | -7%
COc1ccc(-c2cc(C(F)F)n3ncc(C(=O)N4CCc5ccccc54)c3n2)cc1 | -3% | -4% | ? | · | ? | -4% | 0 | -10% | 5%
Cc1cccc(OCC(=O)Nc2ccc(-c3nc4ccccc4o3)cc2)c1C | -4% | 27% | -2% | · | 24% | 8% | 2 | -19% | ·
CCOC(=O)c1sc(NC(=O)CSc2nc3ccccc3o2)c(C(=O)OCC)c1C | 4% | 11% | 2% | -2% | 26% | 0% | 0 | -6% | -8%
Cc1ccc(Nc2ncccc2C(N)=O)cc1[N+](=O)[O-] | 6% | 14% | -20% | -10% | -12% | -3% | 6 | -24% | 13%
CN1CCN(C(CNC(=O)c2c(F)cccc2F)c2ccc3c(c2)OCO3)CC1 (centres undefined) | 0% | 11%[57.1 µM] | 2% | i | 18%[57 µM] | -1%[57.1 µM] | 3 | -3% | 0%
Cc1ccc(S(=O)(=O)/N=C(/Nc2ccc(F)cc2F)c2ccc(F)cc2)cc1 | -9% | 11% | 4% | -3% | 24% | -2% | -4 | -15% | -8%
O=C(CCN1C(=O)C2CC=C(Cl)CC2C1=O)NCc1ccco1 (centres undefined) | ? | ? | 1% | -3% | 32% | -3%[57.1 µM] | 6 | -5% | 2%
CC1=C(C)CC(C(=O)N2CCN(Cc3ccccc3)CC2)C(C(=O)O)C1 (centres undefined) | -12% | 8%[57.1 µM] | -6% | -4% | 12% | 9%[57.1 µM] | 0 | -1% | 1%
COc1ccc(CNC(=O)C2=C(C)C(=O)OC23CCCCC3)cc1 | 1% | -20%[57.1 µM] | -11% | i | 9% | -10%[57.1 µM] | 4 | -18% | 33%
COc1ccc(N2C(=O)CSC23C(=O)N2CCCc4cccc3c42)cc1 (centres undefined) | 0% | -1% | -3% | 4% | 22% | 1% | -3 | 0% | 10%
Other entries follow:
SMILES | Pin1 inhibitor | TrxR1 inh | GLS inh | PGK inhibitor | HP1b binding inh | TrxR1 substrate | PI4K2A block | USP1-UAF1 inh | mIDH1 inhibitor
Cc1nnc(NC(=O)C2CC(=O)N(C(C)c3ccccc3)C2)s1 (centres undefined) | 1% | 4% | 2% | -8% | 16% | 5% | -1 | -9% | 3%
COc1cccc(-n2c(SCC(=O)NCc3ccco3)nnc2-c2c[nH]c3ccccc23)c1 | -1% | 11%[57.1 µM] | 0% | 0% | 2% | 8%[57.1 µM] | 3 | -16% | -2%
c1csc(C2C3=C(Nc4ncnn42)c2ccccc2OC3)c1 (centres undefined) | 1% | 79µM* | 2% | 0% | 24% | 18% | -6 | -7% | 5%
CC1C(c2ccccc2)OCCN1C(=S)NC(=O)c1ccccc1 (centres undefined) | · | · | 2% | -3% | · | · | -4 | -8% | 6%
COc1ccc(-c2nc(C)c(CCNS(=O)(=O)c3ccc(F)cc3)s2)cc1OC | 1% | 29%[57.1 µM] | -12% | -4% | 21%[57 µM] | 18%[57.1 µM] | -4 | -24% | 6%
CSc1nc2ccc(NS(=O)(=O)c3ccc(Cl)s3)cc2s1 | 4% | -32% | 15% | -10% | 17% | -17% | 5 | -14% | 0%
CCN(C(=O)CSc1ncccn1)C1CCS(=O)(=O)C1 (centres undefined) | -15% | 24% | -1% | -6% | 6% | 0% | -7 | -7% | 0%
Cc1c(C(=O)N(Cc2ccccc2)C(C)C)cnn1-c1ccccc1 | 0% | 12% | -2% | i | 60%[activator] | 3% | 5 | -13% | 4%
Nc1ccc(Nc2nc3ccccc3[nH]2)cc1 | · | 16% | 27% | i | ? | 0% | -4 | -26% | -5%
O=C(N/N=C/c1ccc(C(=O)O)cc1)C1=NNC(c2ccccc2)(c2ccccc2)C1 | -1% | ? | -2% | · | 35%[activator] | -4% | 0 | -25% | 1%
O=C(CCSc1ccc(Cl)c(Cl)c1)NC12CC3CC(CC(C3)C1)C2 | 2% | 8% | 11% | -1% | 64% | 5% | 3 | -8% | -4%
Cc1ccc(CN(C(=O)c2cccs2)C2CCS(=O)(=O)C2)cc1 (centres undefined) | 0% | -10% | 0% | -9% | 30% | 0% | -1 | -20% | 10%
Cc1ccc(S(=O)(=O)NNC(=O)CCC(=O)Nc2ccc(C)cc2C)cc1 | -2% | 3% | 24% | i | 24% | -1% | -6 | -11% | 5%
CCC(=O)NCCCc1nc(-c2ccccc2)no1 | -6% | 21%[57.1 µM] | -1% | -3% | 31% | 9%[57.1 µM] | 1 | -23% | -7%
COc1ccc(CNC(=O)c2c(O)c3ccccc3n(C)c2=O)cc1OC | -4% | 8% | -5% | -8% | 44%[activator] | 10% | 1 | -23% | 5%
CC(=O)Nc1ccc(NC(=O)C(C)NC(C)c2cccc3ccccc23)cc1 (centres undefined) | 2% | 11% | 4% | 4% | -3% | 5% | 7 | -25% | -2%
O=C(NCCc1cccc(F)c1)C1CCN(S(=O)(=O)c2ccc(F)cc2)CC1 | -1% | -9% | -1% | -5% | 27% | -6% | 1 | -20% | -3%
COc1cc2c(cc1OC)-c1cc(NC3CCCCC3)nc(=O)n1CC2 | 7% | 2% | 17% | -1% | 38%[activator] | 6% | 0 | -16% | -1%
COc1ccc(-c2csc(NC(=O)c3c(C)noc3C)n2)cc1 | 11% | ? | 9% | -7% | 23% | -14% | 2 | -17% | 14%
COc1cc(/C=N/NC(=O)c2cccnc2)ccc1OS(=O)(=O)c1cc(C)ccc1C | 2% | 5% | -7% | 1% | 12% | -7% | 1 | ? | 1%
O=C(COc1ncnc2ccc(Br)cc12)NCc1ccco1 | 1% | 3% | 2% | -8% | 35%[activator] | 4% | 0 | -19% | 0%

This is a subset, so the mix of outcomes need not match the whole.
